Screening results (PubChem)
Pf Dd2 inh: inhibitors of Plasmodium falciparum Dd2 growth. P. falciparum Dd2 growth, SYBR Green, 72 h; hits give low values. activity change, % at 10 µM. 94,000 tested, 2.3% active; in the data active = activity change below about -80%
KDM4C inh: inhibitors of human demethylase GASC-1 KDM4C; Q9H3R0; GST-KDM4C 2-372, H3K9me3 peptide, LANCE TR-FRET; inhibition, % at 12.5 µM; 96,000 tested, 0.15% active;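 active = mean replicate inhibition above about 25%, with at least 55% of replicates also reaching it, limit read from the data, passing the limit was not always enough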
Target sequence (Q9H3R0 2-372 limits assumed): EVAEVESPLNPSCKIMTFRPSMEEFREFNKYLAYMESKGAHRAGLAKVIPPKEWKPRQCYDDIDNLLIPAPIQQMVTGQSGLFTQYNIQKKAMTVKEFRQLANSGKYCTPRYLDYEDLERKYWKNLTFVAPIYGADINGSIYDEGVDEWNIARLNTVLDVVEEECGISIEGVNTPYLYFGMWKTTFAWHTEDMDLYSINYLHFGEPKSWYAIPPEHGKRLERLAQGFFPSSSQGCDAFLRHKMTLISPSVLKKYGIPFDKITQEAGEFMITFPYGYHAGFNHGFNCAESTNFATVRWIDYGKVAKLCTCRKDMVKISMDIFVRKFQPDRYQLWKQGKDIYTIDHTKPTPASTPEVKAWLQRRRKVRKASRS
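Compound: one test concentration per compound; Material: GST-GASC-1 enzyme fragment 2-372; Amount: GASC-1 enzyme at 10 nM final in reaction; Also added: H3K9me3 peptide substrate, Fe(II), 2-oxoglutarate; Technique: LANCE TR-FRET; Times: 30 min demethylation and 1 h detection at room temperature.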
T cruzi growth: T. cruzi proliferation inhibition; T. cruzi beta-gal in NIH3T3, GalScreen luminescence, 90 h; inhibition, % at 8.34 µM; 77,000 tested, 5.9% active; AID 624255;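 active = mean inhibition above about 93%, with at least 55% of replicates each passing it, limit read from the data, passing the limit was not always enough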
C diff HTS: inhibitors of Clostridium difficile growth; Clostridium difficile clinical isolate growth, OD600, 24 h; hits give low values; growth activity, negative = inhibition, % at 16 µg/mL (by protocol); 86,000 tested, 0.25% active;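 active = mean growth activity at or below -80% and every replicate also at or below -80%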;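 also: 0% = DMSO wells and -100% = levofloxacin 16 µg/mL wells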
Numbers without * were called inactive; / = no result given; & = joins results of further samples.

The first 6 records, to show the layout:
compound	Pf Dd2 inh	KDM4C inh	T cruzi growth	C diff HTS
CNC[C@@H]1OCCCC[C@H](C)Oc2ccc(NC(=O)Cc3ccccc3)cc2C(=O)N([C@@H](C)CO)C[C@H]1C	-12	2.3	66	-4
CO[C@@H]1CN(C)C(=O)c2cc(NC(=O)c3nc4ccccc4s3)ccc2OC[C@H](C)N(Cc2ccncc2)C[C@H]1C	/	/	88	-4
C[C@H]1CN([C@@H](C)CO)C(=O)Cc2cc(NC(=O)Nc3cccc4ccccc34)ccc2O[C@@H]1CN(C)Cc1ccc(Cl)c(Cl)c1	-16	-0.2	77	10
O=C(NCC[C@H]1CC[C@@H](NC(=O)C2CCCC2)[C@H](CO)O1)c1cnccn1	0	-1.6	/	-2
CN(C)CC(=O)N[C@H]1CC[C@H](CC(=O)NCCN2CCCCC2)O[C@@H]1CO	-1	1.3	-29	-2
CC(C)NC(=O)NCC[C@H]1CC[C@H](NS(=O)(=O)c2ccccc2)[C@H](CO)O1	27	-0.1	/	-1

Main list, from the start:
compound	Pf Dd2 inh	KDM4C inh	T cruzi growth	C diff HTS
CNC[C@@H]1OCCCC[C@H](C)Oc2ccc(NC(=O)Cc3ccccc3)cc2C(=O)N([C@@H](C)CO)C[C@H]1C	-12	2.3	66	-4
CO[C@@H]1CN(C)C(=O)c2cc(NC(=O)c3nc4ccccc4s3)ccc2OC[C@H](C)N(Cc2ccncc2)C[C@H]1C	/	/	88	-4
C[C@H]1CN([C@@H](C)CO)C(=O)Cc2cc(NC(=O)Nc3cccc4ccccc34)ccc2O[C@@H]1CN(C)Cc1ccc(Cl)c(Cl)c1	-16	-0.2	77	10
O=C(NCC[C@H]1CC[C@@H](NC(=O)C2CCCC2)[C@H](CO)O1)c1cnccn1	0	-1.6	/	-2
CN(C)CC(=O)N[C@H]1CC[C@H](CC(=O)NCCN2CCCCC2)O[C@@H]1CO	-1	1.3	-29	-2
CC(C)NC(=O)NCC[C@H]1CC[C@H](NS(=O)(=O)c2ccccc2)[C@H](CO)O1	27	-0.1	/	-1
Cc1noc(C)c1S(=O)(=O)Nc1ccc2c(c1)CC(=O)N([C@H](C)CO)C[C@@H](C)[C@@H](CN(C)Cc1ccc(-c3ccccc3)cc1)O2	-12	-0.7	79	35
O=C(Nc1cccc(F)c1)N1CCCCN2[C@H](CO)[C@H](c3ccc(C#Cc4ccccc4)cc3)[C@@H]2C1	-82*	-0.6	68	-14
COc1ccccc1NC(=O)N1C[C@H]2[C@@H](c3ccccc31)[C@H](CO)N2C(C)=O	-40	0.9	27	3
O=C(C[C@H]1CC[C@@H]2[C@H](COC[C@H](O)CN2C(=O)c2cnccn2)O1)NCc1ccc(Oc2ccccc2)cc1	9	-1.1	/	0&-4
COCCN(C[C@@H]1N[C@@H](CO)[C@@H]1c1ccc(-c2ccc(F)cc2)cc1)C(C)=O	-5	0.4	-55	1
COc1ccccc1-c1cn(CC[C@@H]2CC[C@@H](NC(=O)C3CCC3)[C@H](CO)O2)nn1	-2	-0.1	/	1

More entries:
compound	Pf Dd2 inh	KDM4C inh	T cruzi growth	C diff HTS
C[C@H]1CN([C@@H](C)CO)C(=O)Cc2cc(NC(=O)C3CC3)ccc2O[C@H]1CN(C)S(=O)(=O)c1ccc(Cl)cc1	-25	0.7	78	2
CC(C)NC(=O)N(C)C[C@@H]1Oc2c(NS(=O)(=O)c3ccc(F)cc3)cccc2C(=O)N([C@H](C)CO)C[C@H]1C	6	0.2	/	-1
O=C(C[C@@H]1C[C@H]2c3cc(NC(=O)NC4CCCC4)ccc3O[C@H]2[C@H](CO)O1)NCc1ccccn1	29	0.6	/	-4
COCC(=O)N(C)C[C@H]1Oc2ncc(C#CCC3CCCC3)cc2C(=O)N([C@@H](C)CO)C[C@H]1C	-27	0.4	-7	-13
Cc1cccc(S(=O)(=O)N2C[C@@H]3N[C@H](C2)C3c2ccc(-c3ccccc3F)cc2)c1 (stereo partly drawn)	-63&-5	-1.7&-1.6	/	-74&-6
COCC(=O)N(C)C[C@H]1Oc2ncc(/C=C/c3ccccc3)cc2C(=O)N([C@H](C)CO)C[C@@H]1C	-5	-3.4	-48	-2
COc1ccc2c3c(n(C)c2c1)[C@H](CO)N(C(=O)c1ccncc1)CC31CN(CC2CC2)C1	-79	1.7	/	6
O=C(C[C@@H]1CC[C@H]2[C@@H](COC[C@@H](O)CN2CCC(F)(F)F)O1)NCc1ccc(Oc2ccccc2)cc1	/	0.3	31	21&-2
CO[C@@H](CN(C)S(=O)(=O)c1ccc(F)cc1)[C@H](C)CN(Cc1ccccc1Cl)[C@H](C)CO	-30	3.4	4	/
C[C@H](CO)N1C[C@H](C)[C@@H](CN(C)Cc2ccc(C(=O)O)cc2)OCCCC[C@H](C)Oc2ccc(NS(=O)(=O)c3ccccc3)cc2C1=O	37	0.7	23	-2
C[C@H](CO)N1C[C@H](C)[C@@H](CN(C)Cc2ccc(C(F)(F)F)cc2)Oc2c(NC(=O)Nc3ccccc3)cccc2C1=O	-41	-0.4	84	5
C[C@@H]1CN([C@H](C)CO)C(=O)c2cc(C#Cc3ccncc3)cnc2O[C@@H]1CN(C)C(=O)c1ccccc1F	-3	3.9	/	14

(further entries)
compound	Pf Dd2 inh	KDM4C inh	T cruzi growth	C diff HTS
C[C@H](O)C#Cc1ccc2c(c1)O[C@@H](CN(C)Cc1ccc(-c3ccccc3)cc1)[C@H](C)CN([C@H](C)CO)S2(=O)=O	-72	-0.4	60	1
C[C@H](CO)N1C[C@H](C)[C@@H](CN(C)C(=O)Nc2cccc(C(F)(F)F)c2)OCc2cn(nn2)CCCC1=O	-3&2	1.8	21&33	-1&-6
Cc1ccccc1-c1cnc2c(c1)C(=O)N([C@H](C)CO)C[C@H](C)[C@H](CN(C)C(=O)c1ccc(F)cc1)O2	-6	-3.9	/	2
C[C@H](NC(=O)N(C)C[C@H]1OCc2ccccc2-c2ccccc2C(=O)N([C@@H](C)CO)C[C@H]1C)c1ccccc1	-13	-0.8	92	-5
C[C@@H]1CN([C@@H](C)CO)C(=O)c2cc(NS(=O)(=O)c3cccs3)ccc2O[C@@H](C)CCCCO[C@@H]1CN(C)C(=O)c1ccccc1	-10	1.1	62	2
C[C@@H]1CCCCO[C@@H](CN(C)C)[C@@H](C)CN([C@H](C)CO)C(=O)c2cc(NC(=O)CCCCCC(=O)Nc3ccccc3N)ccc2O1	25	8.2	/	0
C[C@@H]1CCCCO[C@H](CN(C)C)[C@H](C)CN([C@H](C)CO)C(=O)c2cc(NC(=O)Nc3ccc(C(F)(F)F)cc3)ccc2O1	/	-0.6	-38	5
COC(=O)C[C@@H]1CC[C@H]2[C@H](COc3ccc(NC(=O)Nc4cc(C)cc(C)c4)cc3C(=O)N2C)O1	/	-0.3	69	5
C[C@@H]1CN([C@@H](C)CO)C(=O)c2cc(NC(=O)Cc3cn(C)c4ccccc34)ccc2O[C@@H]1CN(C)S(=O)(=O)c1cn(C)cn1	-8	-0.5	24	/
O=C(C[C@@H]1CC[C@H]2[C@@H](COC[C@@H](O)CN2C(=O)c2ccccc2F)O1)NCc1ccc(F)cc1	8	-1.5	35	/
COc1ccc(NC(=O)N(C)C[C@@H]2Oc3c(NS(=O)(=O)c4ccc(C)cc4)cccc3C(=O)N([C@H](C)CO)C[C@@H]2C)cc1	7	-0.8	0	10
COc1ccc(-c2cnc3c(c2)C(=O)N([C@@H](C)CO)C[C@@H](C)[C@@H](CN(C)C(=O)Cc2ccccn2)O3)cc1	2	4.5	28	-6

The list goes on.
canonical_smiles	Pf Dd2 inh	KDM4C inh	T cruzi growth	C diff HTS
COCC#Cc1cnc2c(c1)C(=O)N([C@@H](C)CO)C[C@H](C)[C@H](CN(C)C(C)=O)O2	49	-1.3	8	-2
C[C@H](CO)N1C[C@H](C)[C@H](CN(C)C)Oc2cc(C#CCC3CCCC3)ccc2S1(=O)=O	-51	0.3	17	14
CC(=O)N[C@H]1CC[C@@H](CCNC(=O)Nc2ccc(C(F)(F)F)cc2)O[C@H]1CO	21	1.3	-62	-11
CCC(=O)N1C[C@H]2[C@@H](c3ccccc31)[C@@H](CO)N2Cc1cc(F)ccc1F	-9	-0.9	13	0
COc1ccc(S(=O)(=O)N(C)C[C@H]2Oc3ccc(NS(=O)(=O)c4cccs4)cc3C(=O)N([C@H](C)CO)C[C@H]2C)cc1	-8	-0.1	-14	-3
Cc1ccc(S(=O)(=O)Nc2ccc3c(c2)C(=O)N([C@@H](C)CO)C[C@H](C)[C@@H](CN(C)Cc2ccncc2)O3)cc1	31	5.4	-12	0
COc1ccc(CN(C)C[C@H]2Oc3ccc(NC(=O)Nc4ccc(C(F)(F)F)cc4)cc3C(=O)N([C@@H](C)CO)C[C@@H]2C)cc1	-15	-0.4	44	9
C[C@@H]1CN([C@@H](C)CO)C(=O)c2cc(NC(=O)Nc3ccc(F)cc3)ccc2O[C@@H](C)CCCCO[C@@H]1CN(C)Cc1ccc2c(c1)OCO2	-83*	-0.8	75	12
C[C@H](CO)N1C[C@H](C)[C@@H](CN(C)CC2CC2)Oc2cc(-c3ccccc3)ccc2S1(=O)=O	-12	-0.8	49	/
N#C[C@@H]1[C@@H](c2ccccc2-c2cccc(F)c2)[C@H](CO)N1C(=O)C1CCCCC1	34	-0.4	/	1
OC[C@@H]1[C@H](c2ccccc2)C2(CN(CCC(F)(F)F)C2)N1Cc1cccnc1	-8	-0.4	/	-3
C/C=C/c1ccc([C@H]2[C@@H](CO)N(C(=O)COC)[C@@H]2CNC(=O)CC)cc1	-9	-1.4	11	-6

(cont.)
canonical_smiles	Pf Dd2 inh	KDM4C inh	T cruzi growth	C diff HTS
CCCC#Cc1ccc2c(c1)O[C@@H](CN(C)C(C)=O)[C@H](C)CN([C@H](C)CO)S2(=O)=O	-41	0.8	-17	0
C[C@@H]1CN([C@@H](C)CO)C(=O)c2cc(NC(=O)CCCCCC(=O)Nc3ccccc3N)ccc2O[C@H]1CN(C)S(=O)(=O)c1cn(C)cn1	23	0.5	/	-3
C[C@@H](NC(=O)C[C@H]1CC[C@@H]2[C@H](COC[C@@H](O)CN2C(=O)Nc2cccc(F)c2)O1)c1ccccc1	-4	0.0	-32	-4
CCCC(O)C#Cc1cnc2c(c1)C(=O)N([C@H](C)CO)C[C@H](C)[C@H](CN(C)C)O2 (stereo partly drawn)	32	1.0	-13	-1
O=C(c1cnccn1)N1CC[C@@H]2[C@@H](CO)Nc3ccc(-c4ccccc4F)cc3[C@@H]21	-21	-2.8	98	-3
C[C@@H]1CCCCO[C@H](CN(C)Cc2ccncc2)[C@@H](C)CN([C@H](C)CO)C(=O)c2cc(NC(=O)Cc3ccccc3)ccc2O1	/	-0.2	-2	2
O=C(C[C@H]1CC[C@@H]2[C@H](COC[C@H](O)CN2C(=O)Nc2ccccc2)O1)NCCCN1CCOCC1	9	12	-29	/
Cc1cccc(S(=O)(=O)N2C[C@@H]3[C@H](c4ccccc42)[C@H](CO)N3C(=O)c2ccccc2)c1	-22	0.2	27	0
C[C@H](CO)N1C[C@H](C)[C@@H](CN(C)S(=O)(=O)c2ccc3ccccc3c2)OCc2cn(nn2)CCCC1=O	8&-13	-0.4	-26&35	1&-6
N#C[C@H]1[C@@H](c2ccc(-c3ccccc3F)cc2)[C@@H](CO)N1C(=O)C1CCC1	15	-1.1	94	9
C[C@@H]1CCCCO[C@@H](CN(C)C(=O)CCC(F)(F)F)[C@@H](C)CN([C@@H](C)CO)C(=O)c2cc(NS(C)(=O)=O)ccc2O1	58	0.7	34	0
C[C@@H]1CN([C@@H](C)CO)C(=O)c2cccc(NC(=O)Nc3ccc(C(F)(F)F)cc3)c2O[C@H]1CN(C)Cc1ccc(Oc2ccccc2)cc1	12	0.4	126*	7
